p97 inhibitor = inhibitors of human p97 ATPase; P55072; recombinant p97 ATPase, Kinase-Glo ATP luminescence, 3 h; inhibition, % at 8 µM; actives 0.42% (n = 220,000); AID 1481; in the data active means inhibition above about 15%;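 further: 0% = DMSO vehicle and 100% = wells lacking enzyme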
Thrombin inh = thrombin (human) inhibition | actives 0.26% (n = 220,000) | inhibition, % at 5 µM | alpha-thrombin, Boc-VPR-AMC fluorogenic substrate cleavage;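 active means inhibition at or above 40%; inactive means inhibition below 40%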;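 further: 0% = enzyme with no compound and 100% = wells without enzyme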
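System – human alpha-thrombin · Medium – pH 7.5 Tris (50 mM) with NaCl 150 mM, Tween 20 0.05% · Compound – single-point dosing at 5 µM, 0.2% DMSO · Incubation – enzyme reaction carried out at room temperature · Technique – fluorescence of released AMC, ex 355 nm, em 460 nm · Read-out basis – % inhibition of thrombin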
PERK inhibitor = blocks human PERK kinase; Q9NZJ5; CHO PERK-DD fusion, SEAP luminescence translation reporter; inhibition, % at 5.6 µM; actives 0.17% (n = 220,000);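 active means inhibition above the mean inhibition of all tested compounds plus 3 SD, set separately per screening campaign, cut at about 2.9% in these data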;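 further: PERK kinase domain activated by AP20187 dimerizer at 100 nM; 0% = DMSO with dimerizer and 100% = rapamycin at 8.4 µM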
Target sequence (Q9NZJ5 whole entry, looked up, the tested form may be a part): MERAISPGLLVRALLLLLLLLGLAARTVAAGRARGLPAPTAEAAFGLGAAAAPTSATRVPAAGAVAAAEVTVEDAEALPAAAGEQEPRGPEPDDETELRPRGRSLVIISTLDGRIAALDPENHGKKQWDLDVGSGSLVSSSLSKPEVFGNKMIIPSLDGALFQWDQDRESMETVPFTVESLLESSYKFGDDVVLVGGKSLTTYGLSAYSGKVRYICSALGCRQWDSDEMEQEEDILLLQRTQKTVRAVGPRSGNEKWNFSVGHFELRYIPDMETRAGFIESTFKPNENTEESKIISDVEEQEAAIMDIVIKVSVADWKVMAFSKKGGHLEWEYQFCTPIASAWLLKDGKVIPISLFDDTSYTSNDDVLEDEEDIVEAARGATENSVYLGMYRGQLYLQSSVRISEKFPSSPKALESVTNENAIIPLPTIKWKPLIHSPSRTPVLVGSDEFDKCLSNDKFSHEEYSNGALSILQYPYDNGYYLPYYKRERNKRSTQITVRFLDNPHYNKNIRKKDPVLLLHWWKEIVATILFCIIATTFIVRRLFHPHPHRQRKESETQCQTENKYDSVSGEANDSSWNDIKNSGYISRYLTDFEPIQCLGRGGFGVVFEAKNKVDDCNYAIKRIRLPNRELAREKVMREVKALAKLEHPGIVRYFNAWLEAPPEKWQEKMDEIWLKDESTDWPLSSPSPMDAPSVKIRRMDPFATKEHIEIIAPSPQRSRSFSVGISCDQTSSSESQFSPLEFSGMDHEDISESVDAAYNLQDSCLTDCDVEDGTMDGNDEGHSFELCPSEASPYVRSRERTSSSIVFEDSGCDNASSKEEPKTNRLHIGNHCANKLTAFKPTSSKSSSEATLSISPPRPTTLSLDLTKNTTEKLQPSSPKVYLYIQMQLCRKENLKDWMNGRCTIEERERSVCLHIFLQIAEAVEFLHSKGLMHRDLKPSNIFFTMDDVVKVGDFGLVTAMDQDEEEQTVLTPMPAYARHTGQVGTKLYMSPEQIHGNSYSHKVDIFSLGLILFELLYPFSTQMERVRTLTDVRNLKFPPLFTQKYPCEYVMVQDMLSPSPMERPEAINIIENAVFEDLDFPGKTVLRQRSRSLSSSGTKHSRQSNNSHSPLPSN
KCC2 mod = KCC2 (human) Cl- transport modulation; Q9H2X9; B-score of Tl+ flux slope (higher = more flux/activation; lower = inhibition) at 10 µM; KCC2 cells, thallium flux FluoZin-2 fluorescence; actives 2.2% (n = 190,000); AID 1456;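 active means thallium flux slope and its plate-corrected score both differing from the plate sample mean at a set confidence after two filtering rounds, in either direction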;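 further: slope of fluorescence scaled to starting intensity during 10 to 20 s after thallium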
Wee1 stabilizer = inhibitors of human Wee1 degradation; P30291; reporter increase, % at 5 µM; HeLa Luc-Wee1K328M stability, luciferase luminescence; 100% = proteasome inhibitor MG132 effect; actives 1.2% (n = 220,000);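 active means activation above the mean of all tested compounds plus 3 SD, set per screening run, cut at about 8.8% in these data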;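 further: cells exposed to compound for 20 h before luminescence read; 0% = DMSO alone and 100% = MG132 at 30 µM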
FXIa inh = blocks human coagulation factor XIa protease activity | P03951 | purified FXIa, Boc-Glu-Ala-Arg-AMC fluorogenic substrate | inhibition, % at 5 µM | actives 0.14% (n = 220,000);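 active means inhibition of at least 40%; inactive means inhibition below 40%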;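 further: fluorescence of freed AMC excited at 355 nm; 0% = enzyme without compound and 100% = no enzyme blank; many of its hits are not listed in these tables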
Furin inhibitor = inhibitors of human furin. P09958. purified furin, fluorogenic substrate cleavage. inhibition, % at 30 µM. actives 0.061% (n = 220,000). AID 463115; in the data active means inhibition above about 25%; further: inactives centre near -15
FXIIa inh = factor XIIa (human) inhibition | AID 800 | P00748 | actives 0.3% (n = 220,000) | inhibition, % at 5 µM | purified FXIIa, Boc-QGR-AMC fluorogenic substrate, 2 h; in the data active means inhibition above about 40%;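 further: 0% = enzyme with no compound and 100% = blank without enzyme; many of its hits are not listed in these tables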
hK5 inh = blocks human kallikrein 5 protease activity; Q9Y337; actives 0.59% (n = 210,000); AID 873; recombinant hK5, fluorogenic AMC substrate cleavage; inhibition, % at 5 µM;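 active means inhibition of 40% or more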;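 further: 0% = enzyme controls without compound and 100% = no-enzyme blanks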
An asterisk follows results filed as active; i = inactive; x = no result given; [ ] = another dose, or the depositor's remark.

SMILES	p97 inhibitor	Thrombin inh	PERK inhibitor	KCC2 mod	Wee1 stabilizer	FXIa inh	Furin inhibitor	FXIIa inh	hK5 inh
O=C(CS(=O)(=O)Cc1ccccc1)Nc1ccc2c(c1)OCO2	6	5	0.8	-0.79	11*	-1	-29	10	1
C=CCNCCCCOc1ccccc1-c1ccccc1	-1	-4	-0.4	-0.024	-5	9	-17	16	-19
COC(=O)c1c(C)noc1-c1ccc(Cl)cc1	0	-10	0.8	0.24	-1	-1	-20	7	-1
COc1cc(NC(=S)NCCCN(C)C)c(OC)cc1NC(=O)c1ccco1	-2	-7	0.2	0.36	-3	-2	-10	7	0
CCC(C)C(=O)Nc1ccc(OC)cc1[N+](=O)[O-] (stereo unspecified)	-4	-15	-0.1	-0.025	2	-3	-4	-4	-21
COc1cccc(C2CC(=O)Nc3c2c(=O)n(C)c(=O)n3C)c1OC (stereo unspecified)	-1	-2	0.1	1.1	1	6	-15	16	0
O=C1CC(c2ccccc2)CN1Cc1ccccc1 (stereo unspecified)	-2	-5	0.3	-0.024	0	-8	-17	6	-16
COc1cc(S(=O)(=O)N2CCCCC2)c(OC)cc1Br	3	-1	0.0	-0.048	-2	-4	-20	1	-3
Cc1cccn2c(CN(C)CC3Cc4ccccc4O3)c(C(=O)N3CCCCC3)nc12 (stereo unspecified)	-6	5	-0.5	-2.3	-2	15	-5	31	20
COc1ccccc1NC(=O)C(CC(C)C)NC(=O)C1CCCCC1 (stereo unspecified)	-6	1	-0.3	0.13	1	-6	-9[20 µM]	0	-8
CC(c1ccccc1)N1C(=O)NC(NC(=O)c2cccnc2)(C(F)(F)F)C1=O (stereo unspecified)	5	0	0.2	-1.4	1	6	3[20 µM]	14	-8
CC1(C)OC(c2ccccc2)=C/C(=C/C=C2C(=O)c3ccccc3C2=O)O1	-2	4	0.1	0.22	-3	2	-13	11	-4
N#Cc1nc(COc2ccc(F)cc2)oc1N1CCN(Cc2ccccc2)CC1	-4	-10	0.0	x	-2	-6	-29	-6	-3
O=C(N/C(=C\c1cccs1)C(=O)N1CCOCC1)c1cccs1	6	-4	0.3	1.1	0	-2	-14	3	-2
O=C(Cc1cccs1)N1CCN=C1SCc1ccc(F)cc1	2	7	0.6	-2.8	2	-4	-30	7	-1
O=[N+]([O-])c1cccc(C(=Nc2ccccc2Cl)NO)c1	-6	-6	-0.6	x	0	5	-14[20 µM]	7	-23
COc1ccc(CCNC(=O)Cn2c(=O)cnc3ccccc32)cc1	4	-1	1.1	x	5	4	-15	-11	-18
CCn1cc(Br)c(-c2nc3ccccc3c(=O)n2N)n1	1	-3	0.9	0.54	0	1	-22[20 µM]	9	-21
CCOC(=O)c1c(C=O)c(C)n(Cc2ccc(Cl)cc2)c1C	1	-3	-0.5	-0.18	-3	19	-19[20 µM]	26	-6
Nn1c(SCc2cccc(F)c2)nnc1-c1cccnc1	-5	-2	0.2	0.65	1	-10	-4	6	9
O=C(c1cc(-c2ccncc2)nc2ccccc12)N1CCN(c2ccc(N3CCOCC3)nn2)CC1	6	3	0.0	-2.7	1	2	-5	12	-7
COCCN1Cc2cccc(C(=O)Nc3ccc(C)c(C)c3)c2C1=O	-1	-3	-0.8	-1.2	-2	-14	-15	4	-22
CCOC1(C)OCC(=O)[C@]2(CCC3C4CCC5=CC(=O)C=CC5(C)C4C(=O)CC32C)O1 (stereo partly specified)	7	-4	0.7	-0.12	4	-2	-23	4	-12
COC(=O)[C@@H]1C[C@@]2(O)[C@H](O)[C@H](O)[C@H](O)C[C@H]2N1Cc1ccc(C(C)(C)C)cc1	x	5	x	-0.4	x	0	-22	9	-1
CCOC(=O)Nc1ccc(S(=O)(=O)N2CCOCC2)cc1	4	0	1.0	2.5	2	2	-17	9	2
CCCCCCc1cc2cc(-c3nnc(-c4ccccc4OC)o3)c(=O)oc2cc1O	4	-15	1.0	i	-1	-28	-21[20 µM]	-14	-163
COc1ccc(Cc2nnc(SCc3nc4ccccc4c(=O)[nH]3)o2)cc1	-5	3	0.2	-0.13	3	1	-21[20 µM]	15	8
Cc1cc(C)c2c(c1)/C(=N/NC(=S)Nc1ccc(F)cc1)CCC2	-1	-5	1.1	2.9*	3	2	-10[20 µM]	-4	-54
Cc1ccc(C(=O)C(C)N2C(=O)NC(C)(c3ccccc3)C2=O)cc1 (stereo unspecified)	-2	-22	-0.1	0.74	-3	-5	-29	11	2
Cc1ccc(Cn2cc(S(=O)(=O)c3ccc(Cl)cc3)c(=O)c3cc(F)ccc32)cc1	10	-3	1.4	0.1	4	6	-17	15	-7
CC1CCc2c(sc3ncn(CC(=O)N=Nc4c(O)[nH]c5ccccc45)c(=O)c23)C1 (stereo unspecified)	7	-2	0.8	-0.53	0	0	-24	12	27
Cc1ccc(NC(=O)CN2c3cccc4cccc(c34)S2(=O)=O)cc1S(=O)(=O)N1CCOCC1	3	-9	0.7	1.3	0	0	-4	0	-23
O=C(/C=C/c1ccccc1[N+](=O)[O-])Nc1ccccc1	-5	0	0.2	-0.058	-2	6	-14	9	1
Cc1cccc(OCC(=O)Nc2ccc(S(=O)(=O)N3CCN(C)CC3)cc2)c1	-1	-6	0.1	0.51	-2	-1	-30[20 µM]	9	-12
COC(=O)Cc1ccc(NC(=S)NCc2ccccc2)cc1	7	-12	0.9	0.29	-1	0	-13	9	-8
Cc1ccc(C2=NC3(CCCCC3)NC2=S)cc1	-2	-3	0.5	2.4	-1	10	-16	8	-20
Cc1c(N/N=C(\C#N)C(=O)c2ccc(Cl)cc2)c(=O)n(-c2ccccc2)n1C	0	1	-0.8	0.29	-2	-2	-1	-3	-93
Cn1c(=O)c2c(SCc3ccccc3)nc(C3CC3)nc2n(C)c1=O	4	3	1.2	-0.85	-3	-3	-11	8	7
CCN(CC)C(=O)CC(c1ccc(N(C)C)cc1)c1c(OC)cc(OC)c2c(-c3ccccc3)cc(=O)oc12 (stereo unspecified)	x	2	x	-1.4	x	3	-12	9	2
CC1(C)CC(N=Cc2c(O)n(Cc3ccc4c(c3)OCO4)c(=O)c3ccccc23)CC(C)(C)N1	9	-3	-0.6	-0.042	-1	-4	-14	0	-4

3 structures from above, sorted by SMILES length, descending:
SMILES	p97 inhibitor	Thrombin inh	PERK inhibitor	KCC2 mod	Wee1 stabilizer	FXIa inh	Furin inhibitor	FXIIa inh	hK5 inh
CC1(C)CC(N=Cc2c(O)n(Cc3ccc4c(c3)OCO4)c(=O)c3ccccc23)CC(C)(C)N1	9	-3	-0.6	-0.042	-1	-4	-14	0	-4
CC1CCc2c(sc3ncn(CC(=O)N=Nc4c(O)[nH]c5ccccc45)c(=O)c23)C1 (stereo unspecified)	7	-2	0.8	-0.53	0	0	-24	12	27
Cc1c(N/N=C(\C#N)C(=O)c2ccc(Cl)cc2)c(=O)n(-c2ccccc2)n1C	0	1	-0.8	0.29	-2	-2	-1	-3	-93

Further results follow:
SMILES	p97 inhibitor	Thrombin inh	PERK inhibitor	KCC2 mod	Wee1 stabilizer	FXIa inh	Furin inhibitor	FXIIa inh	hK5 inh
Oc1oc(-c2ccccc2Br)nc1/C=N/c1ccccn1	-3	5	0.3	1.4	3	5	-10	10	-2
O=C(CC1C(=O)NCCN1Cc1cccc(Oc2ccccc2)c1)NCCn1cccn1 (stereo unspecified)	-8	-8	1.7	-0.28	-1	5	-2	14	4
Cc1ccc(N=Nc2c(N)nn3c(C)cc(C)nc23)cc1	-3	-5	-1.7	0.93	4	-4	-7	0	-10
Cc1ccc(C(=O)Nc2cc(Cl)ccc2Oc2ccccc2)cc1[N+](=O)[O-]	-3	-7	0.2	1.4	0	-1	-14	7	-6
COC(=O)c1c(N2C(=O)Nc3ccccc3N2O)sc2c1CCCC2	9	0	0.7	1.1	-5	14	-19	10	-10
O=C(CCCCCn1c(=O)[nH]c2ccccc2c1=O)NCCCN1CCN(c2ccccc2F)CC1	-2	3	-0.6	-0.41	-3	7	-35	16	-5
CCOC(=O)CNC(=O)CSc1nc(-c2cccc(C)c2)ns1	-3	-7	0.5	x	2	-5	-20	5	11
COc1cc(OC)c(-c2nnc3n(CCc4ccccc4)c(=O)c4ccccc4n23)cc1OC	-4	-1	-1.2	-0.19	-1	-1	-4	15	4
CCC(=O)Nc1cccc(C2=NOC3(C2)C[C@@H](C(N)=O)N(C(=O)c2ccccc2C(=O)c2ccccc2)C3)c1 (stereo partly specified)	x	-5	x	0.0043	x	-1	-30	3	-1
CC(=O)c1c(C)nc(-c2ccc(OCC(=O)Nc3ccccc3)cc2)n1O	2	2	0.2	-0.77	1	8	-29	5	-15

Three compounds from above, arranged by the number in Furin inhibitor, high to low.
SMILES	p97 inhibitor	Thrombin inh	PERK inhibitor	KCC2 mod	Wee1 stabilizer	FXIa inh	Furin inhibitor	FXIIa inh	hK5 inh
Cc1ccc(N=Nc2c(N)nn3c(C)cc(C)nc23)cc1	-3	-5	-1.7	0.93	4	-4	-7	0	-10
CCOC(=O)CNC(=O)CSc1nc(-c2cccc(C)c2)ns1	-3	-7	0.5	x	2	-5	-20	5	11
CC(=O)c1c(C)nc(-c2ccc(OCC(=O)Nc3ccccc3)cc2)n1O	2	2	0.2	-0.77	1	8	-29	5	-15

(more compounds)
SMILES	p97 inhibitor	Thrombin inh	PERK inhibitor	KCC2 mod	Wee1 stabilizer	FXIa inh	Furin inhibitor	FXIIa inh	hK5 inh
COc1cc(C(=O)Nc2nnc(C)s2)cc(OC)c1OC	2	-2	0.7	x	-2	3	-10	0	-8
Cc1cc(=O)n2nc(N3CCCC(C(=O)NCc4ccco4)C3)sc2n1 (stereo unspecified)	3	5	-0.6	0.73	3	4	-14	15	5
COc1cc(C(=O)Nc2cc(-c3ccccc3)[nH]n2)cc(OC)c1OC	x	-5	x	x	x	-2	x	7	-17
CCCCn1c(=N)n(CC(=O)c2ccc(Br)s2)c2ccccc21	5	5	-0.5	0.99	1	6	-8	8	-8
Cc1ccccc1OCCn1c(=O)oc2ccccc21	1	2	-0.7	-1.5	3	-1	-16[20 µM]	13	4
CCOC(=O)N1CCC2(CC1)C(C#N)=C(N)OC1=C2C(=O)CCC1	3	-7	0.5	-0.34	-1	0	-14	11	3
CCCCCOC(=O)Nc1ccc(S(=O)(=O)Nn2cnnc2)cc1	-1	2	-0.2	0.13	0	2	-10	13	-1
CC(C(=O)N1CCOCC1)N1C(=O)c2cccc3cccc(c23)C1=O (stereo unspecified)	-2	-8	-0.8	0.96	0	-3	-11	0	-5
Cc1ccc(NC(=O)/C=C/c2ccc([N+](=O)[O-])s2)c(C)c1	-2	10	-0.9	-0.96	-1	10	-20	5	17
Cc1ccccc1OCCn1cc(/C(N)=N/O)c2ccccc21	-6	4	-1.0	x	-4	12	-8[20 µM]	9	1

Records listed so far printed as active in KCC2 mod.
SMILES	p97 inhibitor	Thrombin inh	PERK inhibitor	KCC2 mod	Wee1 stabilizer	FXIa inh	Furin inhibitor	FXIIa inh	hK5 inh
Cc1cc(C)c2c(c1)/C(=N/NC(=S)Nc1ccc(F)cc1)CCC2	-1	-5	1.1	2.9*	3	2	-10[20 µM]	-4	-54

Screens: PubChem, several laboratories
